Growth percent in the NCI-60 one-dose screen (48 h, 10 µM unless noted): 100 = growth as untreated, 0 = no growth, -100 = all killed.
HL-60(TB) – HL-60(TB) leukemia cells; hit rate 9% among 78,000; active = growth percent below 10
Starred values were filed as active, the others as inactive; [ ] = remark or other dose. An excerpt; count on the stated rates, not on these rows.

SMILES	HL-60(TB)
COc1ccc(-c2nc3sc4cc(OC)ccc4n3c2-c2nc3cc(Cl)c(Cl)cc3[nH]2)cc1	94.8
Cc1cc(NS(=O)(=O)c2ccc(Nc3nc(/C=C/c4ccc([N+](=O)[O-])cc4)nc4ccccc34)cc2)no1	89.9
CC(C)c1ccc(C(C)C)cc1	99.0
O=C1O/C(=C(/Br)c2ccccc2)c2ccccc21	91.2
O=C1OC(c2cc(Br)c(O)c(Br)c2)c2ccccc21 (stereo unspecified)	91.2
CCCC(C)OC(=O)c1cccc([N+](=O)[O-])c1 (stereo unspecified)	93.7
CNc1ccc(Nc2cccc(C)c2)c2c1C(=O)c1ccccc1C2=O	80.6
O=C(NCCCNCCCCCCCNCCCNC(=O)C1CCC2(CC1)OOC1(O2)C2CC3CC(C2)CC1C3)C1CCC2(CC1)OOC1(O2)C2CC3CC(C2)CC1C3 (stereo unspecified)	77.5
COc1ccc(-c2nnc(CNc3ccccc3OC)o2)cc1	95.9
O=C(NCCCCCCN1CC1)Nc1ccccc1	123.0
COC(=O)c1ccc2[nH]c(O)c(C(=Nc3ccc(N(C)C(=O)CN4CCN(C)CC4)cc3)c3ccc([N+](=O)[O-])cc3)c2c1	11.6
N#CCCCCl	105.7
Nc1nccc(N2CCCCC2)n1	108.9
Brc1cccc(/C=N/Nc2ncnc3sc4c(c23)CCNC4)c1	97.8
COc1ccc(N2C(=O)CCSC2=S)cc1	102.3
Cc1cc(N(CCNc2ccnc3cc(Cl)ccc23)Cc2ccccn2)nc(N2CCCCC2)n1	71.6
COc1ccc(-c2cc(-c3nnc(SC/C(=N\O)c4ccccc4)n3-c3ccccc3)c3cc(OC)ccc3n2)cc1	74.4
CCOC(=O)/C=C/c1nc(C(=O)OCC)c(C)c(=O)[nH]1	101.3
CCOC(=O)c1ccc(NC(=S)NC(=O)c2ccc(NC(=O)C(C)C)cc2)cc1	102.1
O=c1oc2ccc(Cl)cc2c(=O)n1-c1ccc(Cl)cc1F	-44.5*
CCOCCOCCOC(C)Oc1ccc(CCC(C)=O)cc1 (stereo unspecified)	83.8
O=C(Nc1ccc2c(O)cc(S(=O)(=O)O)cc2c1)c1ccccc1	72.2
CCOC(=O)c1cc(C(=O)c2cc(OC)c(OC)c(OC)c2)n2ccc(-c3cc[n+](CC(=O)c4cc(OC)c(OC)c(OC)c4)cc3)cc12	32.9
CC(=O)OC1OC(COS(=O)(=O)c2ccc(C)cc2)C(OC(C)=O)C(OC(C)=O)C1OC(C)=O (stereo unspecified)	104.3
CSC1=N/C(=C\c2cccc(OCc3ccc(Cl)cc3)c2)C(=O)N1	77.8
SMILES	HL-60(TB)
COc1cc(/C=N/NC(=O)Cn2cnc3c(c(C)nn3-c3ccccc3)c2=O)ccc1O	106.9
CCC(=O)OC(c1cc2c(cc1Br)OCO2)C(C)Br (stereo unspecified)	89.9
Cn1c(-c2ccccc2)cc(=O)cc1-c1ccccc1	99.8
COc1ccccc1/C=C/C(=O)c1nnn(-c2ccc(F)cc2)c1C	31.9
Cc1ccc2sc(-c3ccc(NC(=O)CSc4nnc(-c5cccnc5SCc5ccccc5)o4)cc3)nc2c1	97.3
CCCCCCOc1ccccc1C(N)=O	108.9
COc1cc(OC)c(C2SCC(=O)N2Nc2ncnc3ccccc23)cc1OC (stereo unspecified)	102.5
CCCCCCCCCCOc1ccc(C(=O)c2ccc(OCCCCCCCCCC)cc2O)cc1	94.2
COC(=O)c1ccc2c(c1)nc(-c1ccc(OC)cc1)n2-c1cc(C(C)(C)C)[nH]n1	92.8
Cc1oc(-c2ccc(Cl)cc2)nc1C1=NN(C(=O)c2ccncc2)C(c2ccc(Cl)cc2)C1 (stereo unspecified)	101.4
C=CCCCCCCCCC(=O)[O][Sn]([CH2]CCC)([CH2]CCC)[CH2]CCC	-15.1*
CCC(C)(C)C(=O)CC(=O)C(C)(C)CC	103.5
CC(=O)n1cc(C=C2C(=O)CC(C)(C)CC2=O)c2ccccc21	93.7
CCS(=O)(=O)Oc1ccc(-c2ccc3occc3c2)cc1	98.5
C[N+](C)(CCOc1ccccc1)Cc1ccccc1	85.8
O=C(NC1CCCc2ccccc21)c1cc2c([nH]c1=O)CCC2 (stereo unspecified)	107.7[50 µM]
CCN1C(=O)N(CC)C2C1NN=c1s/c(=C\C(=O)O)c(=O)n12 (stereo unspecified)	97.0
O=c1[nH]c2ccccc2nc1/C(Cl)=C/c1ccc(Cl)cc1	96.7
CCN1C(=O)N(CC)C2C1NN=c1s/c(=C\c3ccc([N+](=O)[O-])cc3)c(=O)n12 (stereo unspecified)	-37.9*
Cc1csc(NC(c2ccccc2)c2c(C)nc3ccccn23)n1 (stereo unspecified)	111.1
CCC(=O)c1c(CC)ccc2ccccc12	107.1
S=c1sc2ccccc2n1CNc1ccccc1	117.8
O=C(Nc1cccc([N+](=O)[O-])c1)c1ccc2ccccc2c1O	39.4
O=C(CCc1nnc2sc(COc3ccccc3)nn12)c1nc2ncccc2[nH]1	116.5
C/C(Cc1ccc(Cl)cc1)=C(\c1ccc(OCCN2CCCCCC2)cc1)c1ccc(OC(=O)Cc2ccccc2)cc1	15.8
SMILES	HL-60(TB)
O=C(Oc1ccc([N+](=O)[O-])cc1)c1ccc([N+](=O)[O-])cc1	99.2
NC(CCC(=O)NC(CS)C(=O)NCC(=O)O)C(=O)O (stereo unspecified)	73.1
Cc1cc(O)c(/C=N/C(=S)Nc2cc(Cl)ccc2Cl)c(=O)o1	109.2
O=C(O)c1ccc(-n2cc(CNc3ccc(Cl)cc3)c(-c3ccc(F)cc3)n2)cc1	110.6
O=C(NCCNc1nccc(Nc2ccc(S(=O)(=O)Nc3ccccn3)cc2)n1)c1ccccc1	98.1
Fc1ccc(-n2nc(C(F)(F)F)c3c2OCc2ccccc2-3)cc1	99.7
C1CN(CC2CCC(CN3CCOCC3)O2)CCO1 (stereo unspecified)	87.0
O=C(CSc1nnc(-c2ccc(Cl)cc2)n1-c1ccccc1)Nc1ccc(Cl)cc1	79.8
COc1cc(NC(C)=O)ccc1C(=O)NC(=S)Nc1ccc(S(N)(=O)=O)cc1	72.5
COc1cccc(-c2nc3occn3c2-c2ccnc(NCCNS(=O)(=O)c3ccc(C)cc3)n2)c1	104.7
Nc1nc(N)nc(-c2ccccn2)n1	114.3
COc1ccc(-c2nnc(CNc3ncccn3)o2)cc1	87.1
CCOC(=O)N1C(=O)c2ccccc2C1=O	59.5
COC(C)CCOC(=O)c1ccccc1C (stereo unspecified)	93.4
COC(=O)/C=C1\S/C(=N\NC(=O)c2cc3ccc2/C=C\c2ccc(cc2)/C=C\3)N(c2ccccc2)C1=O	16.4
COc1cc2c(cc1OC)C1=NN(C(=O)Nc3ccc(F)cc3)C(c3ccccc3)C1C2 (stereo unspecified)	104.7
Cc1cc(C)nc(NS(=O)(=O)c2ccc(Nc3nc4nc(SCc5ccccc5)nc(-c5ccc(O)cc5)c4c(=O)[nH]3)cc2)n1	86.3
COc1c2c(c(OC)c3c1OCO3)S(=O)(=O)OC(C)C2 (stereo unspecified)	104.4
COc1cccc(/C=C/C(=O)c2ccc(NC(=O)c3cc4cc5cc(OC)ccc5nc4s3)cc2)c1	92.6
Cc1ccc(-c2nnc(SCC(=O)NC3=NN=C(c4ccc(Cl)cc4)CS3)o2)cc1	88.5
O=c1[nH]nc(-c2ccc(Br)cc2)cc1Cc1ccc(O)cc1	85.4
C[C@]12CC[C@H]3[C@@H](CC=C4c5nc(-c6cccc(Cl)c6)sc5CC[C@@]43C)[C@@H]1CC[C@@H]2O	105.8
CC(C)CC(CC(C)C)N(C)C(C)(C)O	99.2
c1ncc2c(n1)-c1c[nH]cc1CC2	124.1
CC[C@]12C=CCN3CC[C@@]4(c5cc(NC(=O)CCC(=O)N[C@@H](Cc6c[nH]c7ccccc67)C(=O)OC)c(OC)cc5N(C)[C@H]4[C@@](O)(C(=O)OC)[C@@H]1OC(C)=O)[C@@H]32	106.6
SMILES	HL-60(TB)
O=[N+]([O-])c1ccc(/C(=C/c2ccccc2)[n+]2ccccc2)cc1	110.0
O=C(O)COC1CC(=O)N2c3ccccc3C34CCN5C(=O)C(=O)C(CC53)C1C24 (stereo unspecified)	111.9
C[n+]1ccc(C(N)=O)cc1	102.2
c1cc(-c2cnn(-c3ccc4cc(OCCN5CCCCC5)ccc4c3)c2)ccn1	97.2
COc1ccccc1-c1cc(=O)c2c(OC)c3ccoc3cc2o1	84.7
O=C(N/N=C/c1c[nH]c2ccccc12)Nc1ccc(Cl)cc1	55.9
Nc1nnc(-c2ccc3c(c2)CC(=O)N3)s1	104.9
Cc1ccc2nc(NC(=O)CSc3nc(-c4ccccc4)c(C#N)c(=O)[nH]3)sc2c1	98.6
C/C(=C(/C)C1CC1CCN(C(=O)c1ccc([N+](=O)[O-])cc1)S(=O)(=O)c1ccc(C)cc1)c1ccccc1 (stereo unspecified)	94.4
CCOC(=O)COc1ccc(/C=C2\CCC/C(=C\c3ccc(OCC(=O)OCC)c(OC)c3)C2=O)cc1OC	82.9
CC(C)(C)NCCC(O)c1cc2c(Cl)cc(Cl)cc2c2cc(C(F)(F)F)ccc12 (stereo unspecified)	-60.9*
Cc1cc(Cl)c2ccc(Cl)c(C)c2n1	77.1
Nc1ncnc2c1C(c1ccccc1)c1ccc3ccccc3c1O2 (stereo unspecified)	82.4
Cc1ccc(NCC(=O)C(O)C(O)C(O)CO)cc1 (stereo unspecified)	96.6
Cc1nnc(-c2cc3c(ccc4ccccc43)oc2=O)c2cn(-c3ccc(Cl)cc3)nc12	84.4
COc1ccc(-c2cc(=O)c3c(OC)c(C=O)c(O)cc3o2)cc1	52.0
CN1CCN(CC(=O)Nc2nc(-c3cccc(NS(=O)(=O)c4cccc5c(N(C)C)cccc45)c3)cs2)CC1	23.3
N#Cc1c(N2CCN(Cc3ccccc3)CC2)nc(=S)[nH]c1-c1ccco1	114.4
CC(CN(C)C)CN1c2ccccc2CCc2ccccc21 (stereo unspecified)	107.7
Cc1cc(C)c(-c2cc(O)c(-c3c(C)cc(C)cc3C)cc2O)c(C)c1	-24.4*
CCC(C)(C)OC(=O)c1ccccc1C	99.9
COC(=O)c1cc(Nc2ccc(O)c3c2C(=O)c2c([N+](=O)[O-])ccc(O)c2C3=O)cc(C(=O)OC)c1	62.3
C#CC(C)(O)[C@@H]1C[C@H](CC(=O)O)C1(C)C (stereo partly specified)	113.0
C[Si](C)(C)Cc1ccccc1	125.1
CCOC(=O)C1(C)CCCCC1=O (stereo unspecified)	102.2
SMILES	HL-60(TB)
O/N=C/c1ccccn1	92.1
Cl.[Pt].[c-]1ccccc1-c1ccccn1.c1ccc(P(c2ccccc2)C([PH+](c2ccccc2)c2ccccc2)[PH+](c2ccccc2)c2ccccc2)cc1	7.2*
Cc1ccc(OCc2occc2C(=O)N2CCOCC2)cc1	106.9
C=CCOc1ccc(NC(C)=O)cc1	99.7
O=C(CCN1C(=O)NC2NC(=O)NC21)NCCc1ccccc1 (stereo unspecified)	91.3
O=C(N/N=C/[C@@H]1C[C@H](CO)C2CCC[C@@H]21)c1ccncc1 (stereo partly specified)	94.5
O=C(Cc1ccc(/C=C/C(=O)c2ncc[nH]2)cc1)Nc1c(F)c(F)c(F)c(F)c1F	96.6
Oc1ccc(N=Nc2ccccc2)c(O)c1	99.9
CCCCCCCCCCCCC#N	106.5
CCOC(=O)c1c(O)cc(-c2ccc(F)cc2)cc1-c1sc(N(C)Cc2ccccc2)nc1Cl	102.9
CSc1ccc(Cl)nn1	105.4
Fc1ccc(C2=NCc3nccn3C(=C(Cl)Cl)N2)cc1	104.9
O=C1COCCN1	79.0
CC(=O)O[C@]1(C)CC[C@H]2[C@H](CNCCc3ccc(Cl)cc3)C(=O)O[C@@H]2C2=C(C)C(=O)C[C@H]21	89.2
CCOC(=O)C1=C(C)OC(N)=C(C#N)C1c1cc(=O)oc2ccc(OC)cc12 (stereo unspecified)	99.0
CC1=CCC(OC(=O)C(C)(O)CCC(O)(C(=O)OC2CC(O)(C(C)C)CCC2(C)O)C(C)C)(C(C)C)CC1 (stereo unspecified)	102.7
O=Nc1ccc(NC(=O)Nc2ccc([N+](=O)[O-])cc2)cc1	89.8
Nc1cccc2c1C(=O)c1cccc(NC(=O)c3ccccc3)c1C2=O	1.4*
COc1ccc(-n2c(NC(=O)N3CCN(C)CC3)c(C#N)c3ccc(F)cc32)cc1	107.3
CCn1c(Cn2cc(-c3ccc(F)cc3)nn2)nc2ccccc21	103.5
COc1cc(C=C2C(=O)NC(=O)NC2=O)cc(CN2CCN(C)CC2)c1O	108.6
O=C1c2ccccc2NC(c2cn(-c3ccccc3)nc2-c2ccccc2)N1Cc1ccccc1 (stereo unspecified)	76.6
Cn1ncc(CC(=O)O)c1NS(=O)(=O)c1ccccc1N	97.4
COc1ccc(NC(C)=O)cc1[N+](=O)[O-]	57.3
Fc1ccc(-c2nnc(-c3ccc4ccccc4c3)o2)cc1	98.6
NCC(c1ccccc1)c1ccccc1	96.5

Part of the list above in order of molar mass, high to low:
SMILES	HL-60(TB)
CCOC(=O)c1cc(C(=O)c2cc(OC)c(OC)c(OC)c2)n2ccc(-c3cc[n+](CC(=O)c4cc(OC)c(OC)c(OC)c4)cc3)cc12	32.9
CCOC(=O)c1c(O)cc(-c2ccc(F)cc2)cc1-c1sc(N(C)Cc2ccccc2)nc1Cl	102.9
Cc1cc(N(CCNc2ccnc3cc(Cl)ccc23)Cc2ccccn2)nc(N2CCCCC2)n1	71.6
Cc1nnc(-c2cc3c(ccc4ccccc43)oc2=O)c2cn(-c3ccc(Cl)cc3)nc12	84.4
COc1cc(NC(C)=O)ccc1C(=O)NC(=S)Nc1ccc(S(N)(=O)=O)cc1	72.5
CCOC(=O)C1=C(C)OC(N)=C(C#N)C1c1cc(=O)oc2ccc(OC)cc12 (stereo unspecified)	99.0
Nc1cccc2c1C(=O)c1cccc(NC(=O)c3ccccc3)c1C2=O	1.4*
COc1ccccc1/C=C/C(=O)c1nnn(-c2ccc(F)cc2)c1C	31.9
Fc1ccc(-n2nc(C(F)(F)F)c3c2OCc2ccccc2-3)cc1	99.7
CCOCCOCCOC(C)Oc1ccc(CCC(C)=O)cc1 (stereo unspecified)	83.8
O=c1[nH]c2ccccc2nc1/C(Cl)=C/c1ccc(Cl)cc1	96.7
Fc1ccc(C2=NCc3nccn3C(=C(Cl)Cl)N2)cc1	104.9
S=c1sc2ccccc2n1CNc1ccccc1	117.8
C[N+](C)(CCOc1ccccc1)Cc1ccccc1	85.8
C=CCOc1ccc(NC(C)=O)cc1	99.7
N#CCCCCl	105.7
